# FN deposit inh: fibronectin deposition inhibition; AH1F fibroblasts, Alexa488-fibronectin deposition fluorescence, overnight; AID 743247; inhibition, % at 12.6 µM; 0.086% of 350,000 active;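 active = mean inhibition across replicates of 30% or more, regardless of how many single replicates reach that level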;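 also: positive control wells lacked labelled fibronectin entirely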
#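 Assay system: AH1F fibroblasts / Quantity: 10000 cells per well / Medium: DMEM plus 2% serum, read in PBS / Reagent: labelled fibronectin 24 nM / Dosing: single dose, pinned / Times: 1 h cell attachment, overnight exposure to compound and label / Signal: fluorescence, ex 485 nm, em 525 nm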
# miR-122 sensor: miR-122 inhibition in Huh7 cells; 0.3% of 340,000 active; activation (reporter increase), % at 12.5 µM; Huh7 miR-122 Renilla luciferase sensor, 48 h; neutral wells = 0, positive control = 100;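 active = mean replicate activation score at least 90 and every replicate individually at or above 90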;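 also: higher luciferase means less miR-122 activity so hits act as miR-122 inhibitors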
# Active calls of the source: *.
SMILES,FN deposit inh,miR-122 sensor
Cc1ccc(CCNC(=O)C2CCCN(C(=O)c3cc4sccc4n3C)C2)cc1 (configuration not stated),-1,-6
Cc1ccc(-c2csc(N(Cc3ccccc3)C(=O)COc3ccccc3)n2)cc1,1,-5
CCOC(=O)c1cnc2c(C)cccc2c1NCc1ccco1,8,-2
Cc1cccc(C)c1NC(=S)N/N=C/c1ccc(OCCC(C)C)cc1,-1,2
CCC(C)(C)n1nnnc1C(c1ccc2ncccc2c1)N1CCN(c2nc3ccccc3s2)CC1 (configuration not stated),21,-8
CN(C)c1ncc(C2=C(Cl)C(=O)C(N3CCCC3)=C(Cl)C2=O)s1,5,0
COc1cc(OC)c(OC)cc1/C=N/NC(=O)CC1C(=O)NN=C1C (configuration not stated),6,0
COc1ccc(NC(=O)N2CCCC2)cc1OC,-2,4
CCn1c(-c2ccc3ncccc3c2)n[nH]c1=S,-1,-6
COc1ccc(-c2nnc(COc3ccc4ccccc4c3)o2)cc1OC,-1,-6
CCC1(C)Cc2ccccc2-c2nc(NCCCO)n(-c3ccccc3)c(=O)c21 (configuration not stated),16,-15
O=C(Nc1cccc(C(F)(F)F)c1)c1n[nH]c(Cn2cncn2)n1,-10,1
Cc1cc(C)n2nc(-c3cnn(C)c3C(F)(F)F)c(Cl)c2n1,4,-4
CCCCNC(=O)CCCCCn1c(=O)[nH]c2cc(OC)c(OC)cc2c1=O,9,-9
O=C(CSc1ncn(-c2ccccc2)n1)Nc1nccs1,-6,16
Cc1ccc(N(CCCCN2C(=O)c3ccccc3C2=O)C(=O)c2cccc([N+](=O)[O-])c2)cc1,2,-2
O=C(Cn1nnc2c(cnn2-c2ccccc2)c1=O)N1CCN(c2ccccc2F)CC1,-1,-3
COC(=O)c1c(NC(=O)c2nn(C)cc2Cl)sc2c1CCCC2,-16,0
Cc1cc(Cl)c(S(=O)(=O)N2CC(C)OC(C)C2)cc1OCC(N)=O (configuration not stated),12,-3
CC(=O)C1=C(O)C(=O)N(CCN(C)C)C1c1ccc(Cl)cc1 (configuration not stated),10,8
Cc1cnn(-c2ccc3nnc(-c4ccc(Br)cc4)n3n2)c1,0,0
O=C(c1ccco1)N1CCN(C(=O)c2sccc2-c2ccccc2)CC1,10,0
CCOC(=O)N1CCN(c2c(F)cc3[nH]c(=S)[nH]c3c2Br)CC1,-1,4
Cc1cc(N)ccc1-n1c(C)ccc1C,-9,11
CCOC(=O)c1nnn(-c2nonc2N)c1CSc1ccccn1,1,-8
COc1ccccc1N=c1sc2ccccc2n1C,1,9
CC(NC(=O)Nc1ccc2c(c1)OCO2)C1CCCO1 (configuration not stated),-2,-7
O=C(COc1ccc(Cl)cc1)N(Cc1ccccc1)c1nc(-c2ccccc2)cs1,-1,-11
COCCNC(=O)NC(=O)COC(=O)Cc1ccc2c(c1)OCCO2,23,-6
O=C(COC(=O)C12CC3CC(CC(C3)C1)C2)NC12CC3CC(CC(C3)C1)C2,1,1
CCOC(=O)c1cnc(-n2nc(C)cc2C)nc1NCCO,8,0
Clc1ccccc1/C=N/c1cc(-c2ccccc2)nn1-c1ccccc1,-11,0
O=C(NCc1ccccc1)c1noc2c1CCCC2,-14,3
CSc1ncccc1C(=O)OCC(=O)N1CCOCC1,-2,-10
Cn1c(=O)[nH]c(=O)c2c1nc(CN1CCN(c3ccc(F)cc3)CC1)n2CCc1ccccc1,-1,0
O=S(=O)(NCc1ccccc1)c1cccc(S(=O)(=O)N2CCOCC2)c1,8,22

# 17 structures already listed, arranged by SMILES length, high to low.
SMILES,FN deposit inh,miR-122 sensor
Cc1ccc(N(CCCCN2C(=O)c3ccccc3C2=O)C(=O)c2cccc([N+](=O)[O-])c2)cc1,2,-2
Cn1c(=O)[nH]c(=O)c2c1nc(CN1CCN(c3ccc(F)cc3)CC1)n2CCc1ccccc1,-1,0
O=C(COC(=O)C12CC3CC(CC(C3)C1)C2)NC12CC3CC(CC(C3)C1)C2,1,1
O=C(Cn1nnc2c(cnn2-c2ccccc2)c1=O)N1CCN(c2ccccc2F)CC1,-1,-3
O=C(COc1ccc(Cl)cc1)N(Cc1ccccc1)c1nc(-c2ccccc2)cs1,-1,-11
Cc1cc(Cl)c(S(=O)(=O)N2CC(C)OC(C)C2)cc1OCC(N)=O (configuration not stated),12,-3
O=C(c1ccco1)N1CCN(C(=O)c2sccc2-c2ccccc2)CC1,10,0
Clc1ccccc1/C=N/c1cc(-c2ccccc2)nn1-c1ccccc1,-11,0
COCCNC(=O)NC(=O)COC(=O)Cc1ccc2c(c1)OCCO2,23,-6
Cc1cnn(-c2ccc3nnc(-c4ccc(Br)cc4)n3n2)c1,0,0
CCOC(=O)c1nnn(-c2nonc2N)c1CSc1ccccn1,1,-8
CCOC(=O)c1cnc(-n2nc(C)cc2C)nc1NCCO,8,0
CC(NC(=O)Nc1ccc2c(c1)OCO2)C1CCCO1 (configuration not stated),-2,-7
CSc1ncccc1C(=O)OCC(=O)N1CCOCC1,-2,-10
O=C(NCc1ccccc1)c1noc2c1CCCC2,-14,3
COc1ccccc1N=c1sc2ccccc2n1C,1,9
Cc1cc(N)ccc1-n1c(C)ccc1C,-9,11

# Going on with the list:
SMILES,FN deposit inh,miR-122 sensor
CS(=O)(=O)N(CC(=O)N1CCN(c2ccc(F)cc2)CC1)c1cccc(Cl)c1,11,-4
COc1cccc(-c2nc(NC(C)C)c3ccccc3n2)c1O,0,7
Cn1c(=O)cc(OCCCC(=O)NC2CCCC2)c2ccccc21,4,47
O=C(COc1ccc2c(C(F)(F)F)cc(=O)oc2c1)Nc1ccc2c(c1)OCCO2,15,-12
CN(C)/C=N/c1ncc(C(=O)c2ccccc2)s1,-1,-2
O=C(Cn1c(=O)oc2ccccc21)Nc1ccc(S(=O)(=O)N2CCCCC2)cc1,2,1
Oc1cc2c(cc1CN1CCN(c3cccc(C(F)(F)F)c3)CC1)CCC2,8,-3
C=CCNC(=O)c1ccc(C(=O)c2ccccc2)cc1,-2,-4
O=C(Cc1ncc(C(F)(F)F)cc1Cl)N1CCN(c2ccccn2)CC1,6,-5
CCOC(=O)N1CCN(C(=O)CSc2ccccc2)CC1,-3,3
Cc1sc(NC(=O)c2ccco2)c(CN2CCCCC2)c1C,2,-6
COc1ccccc1Nc1nnc(C)c(=O)[nH]1,2,-12
Cc1ccc(Nc2nc(C(=O)NCc3ccco3)cs2)cc1,1,162*
c1ccc(NC(=NCc2ccco2)c2ccccc2)cc1,4,-1
CCCn1c(Nc2nc3ccccc3n2C)nc2ccccc21,15,-10
O=c1cc(CN2CCC3(CC2)OCCO3)c2c(ccc3ccccc32)o1,8,-1
CC(C)CCn1nnnc1C(C(C)C)N1CCC(C(N)=O)CC1 (configuration not stated),-29,9
CCOC(=O)c1c(CN2CCC(C)CC2)oc2ccc(OC)cc12,5,1
Cc1ccc(S(=O)(=O)Nc2ccc(NC(=O)CN3CCCCC3)c(Cl)c2)cc1,-2,10
Cn1c(=O)[nH]c(=O)c2c1nc(Br)n2CCCO,-9,-1
Cc1nnc(SCC(=O)N2CCc3ccccc32)s1,0,-4
Cc1nc(C)c(C(=O)N(c2ccc(C)c(C)c2)C(C(=O)NCc2ccco2)c2ccccc2)s1 (configuration not stated),-5,-6
Cc1ccc(/C=c2\sc3nc(-c4cccnc4)nn3c2=O)cc1,0,7
Cc1ccccc1-c1nc2ccccc2c(=O)n1C1CCS(=O)(=O)C1 (configuration not stated),-2,-2
O=C1c2ccccc2C(=O)N1CCc1csc(-c2cccc(F)c2)n1,-3,5
CNc1nc(OCCNC(=O)Nc2ccccc2)nc(N2CCOCC2)n1,-6,-3
O=C(O)CCC(=O)N(Cc1cccs1)Cc1cccs1,-5,-3
COc1ccc(C(=O)O/N=C/c2c(C(F)(F)F)nn(C)c2SCc2ccccc2Cl)cc1,-1,-6
CN(C)c1nn(C(=O)Nc2ccc(Cl)cc2Cl)cc1-c1ccccc1,-10,-9
CCOC(=O)c1oc2cccc(O)c2c1C,-4,-16
CCN(CC)C(=O)C1CC(=O)N(c2ccc(OC)cc2)C1c1ccc(OC)cc1 (configuration not stated),-2,-17
Cc1cc(NC(=O)c2ccc(S(=O)(=O)N(C)C)cc2)no1,-6,2
COc1ccc(CC(=O)NC2CCN(CC(=O)Nc3ccc4c(c3)OCCO4)CC2)cc1OC,12,-12
CCN1C(c2ccc(F)cc2)=CS/C1=C(\C#N)c1nnc2n1-c1ccccc1SC2,-1,11
Cn1ncc(C#N)c1/N=C/N1CCCCC1,1,-5
COC(=O)C1(C)NC(c2cccs2)C2C(=O)N(c3ccccc3F)C(=O)C21 (configuration not stated),-8,-14
Cc1ccc(C(=O)CSC2=C(C#N)C(c3ccco3)CC(=O)N2)c(C)c1 (configuration not stated),2,0
Cn1nc(C(=O)N2CCCC2)c2ccccc2c1=O,4,-30
O=C1Nc2ccccc2/C1=C\c1cccn1-c1ccc(OC(F)(F)F)cc1,1,-8
CCn1cc(C(=O)NCCN(C)CCc2ccccc2)c(=O)c2cc(S(=O)(=O)N(C)C)ccc21,11,4
NC(=O)CSc1nc2cc3c(cc2c(=O)n1CCCC(=O)NCc1ccc2c(c1)OCO2)OCO3,-4,-7
CCOC(=O)C1CCCN(Cc2cccs2)C1 (configuration not stated),0,1
O=C(Nc1cccc(Cl)c1)c1csc(-c2ccccc2)n1,2,6
Cc1ccc(S(=O)(=O)N(C)Cc2nc(-c3ccccn3)no2)cc1,-11,-4
Cc1ccc(C(=O)NC2CCCc3ccccc32)o1 (configuration not stated),-7,7
O=C(Oc1ccc2c(c1)OCC2=O)c1ccccc1,-10,-4
COc1ccc(C(=O)CSc2nnc(-c3ccc(S(=O)(=O)N4CCOCC4)cc3)o2)cc1,17,4
CCOC(=O)CN1C(=O)C(Sc2n[nH]c(-c3cccc(C)c3)n2)CCc2ccccc21 (configuration not stated),2,1
CN(c1ccccc1)c1nc(-n2ccnc2)nc(-n2ccnc2)n1,44*,17
CCSC1=C(C#N)C(c2ccc(Cl)cc2)C2=C(CCCC2=O)N1 (configuration not stated),-7,10
CC(NC(=O)C(CC(=O)OC(C)(C)C)NC(=O)OC(C)(C)C)C(N)=O (configuration not stated),0,2
O=C(Nc1ccc(Cl)cc1Cl)c1n[nH]c(Cn2cncn2)n1,-1,-1
COCC(C)NS(=O)(=O)c1ccc(OC)cc1 (configuration not stated),3,-1
Nc1ccc(S(=O)(=O)NC(=O)c2ccccc2)cc1,-10,2
COc1ccccc1C(=O)NC(C)c1nc2ccccc2[nH]1 (configuration not stated),7,3
Cn1c(=O)oc2cc(S(=O)(=O)N3CCN(c4ccccc4)CC3)ccc21,3,4
COc1ccc(N=c2oc3cc(O)ccc3cc2C(=O)NCC2CCCO2)cc1 (configuration not stated),2,4
Nc1nc(SCc2ccccc2Cl)[nH]c(=O)c1-c1ccccc1,-17,-13
COc1ccc(N2CCN(CC(=O)N3CCC(C)CC3)CC2)cc1,1,2
Cc1cc(C)c2nc(N3CCCC3)c(C#N)cc2c1,-13,-7

# Compound profiles (already shown). Order of values: FN deposit inh | miR-122 sensor
# Profile of COc1ccc(N2CCN(CC(=O)N3CCC(C)CC3)CC2)cc1 : 1 | 2
# Profile of Cn1c(=O)oc2cc(S(=O)(=O)N3CCN(c4ccccc4)CC3)ccc21 : 3 | 4
# Profile of COc1ccccc1C(=O)NC(C)c1nc2ccccc2[nH]1 (configuration not stated) : 7 | 3
# Profile of O=C(Nc1ccc(Cl)cc1Cl)c1n[nH]c(Cn2cncn2)n1 : -1 | -1

# Remaining list, next part.
SMILES,FN deposit inh,miR-122 sensor
CCCS(=O)(=O)c1c(S(=O)(=O)CCC)c2c3ccccc3ccn2c1C(N)=O,-2,7
CN(CC(=O)OCC(=O)Nc1ccccc1)S(=O)(=O)c1ccc(Cl)cc1,0,-6
Cc1ccc(S(=O)(=O)N2CCN(C(=O)c3ccccc3)CC2)cc1,-2,-6
COc1ccc(NC(=O)N2CCn3c2nc2ccccc23)cc1,9,6
CC#CCCCC(=O)Nc1cccc(C(=O)O)c1,-4,2
CS(=O)(=O)N(Cc1ccc(Cl)cc1)c1ccc(C(=O)N2CCN(c3ccccc3)CC2)cc1,-6,-11
Cc1nnc(SC(=O)N2c3ccccc3Sc3ccccc32)s1,11,-8
O=C(c1cnn2c(C(F)F)cc(-c3ccccc3)nc12)N1CCOCC1,1,-4
C=CCn1c(=O)c2c3c(sc2n2c(Nc4ccc(C(=O)OCC)cc4)nnc12)CCCC3,10,-1
COC(=O)C1=NN(C(=O)c2ccc(Cl)cc2)C(O)(c2ccccc2)C1 (configuration not stated),-3,-1
CCOCCCNS(=O)(=O)Cc1ccccc1,-6,-2
CC(=O)Nc1ccc(S(=O)(=O)Nc2nnc(C(C)(C)C)s2)cc1,-6,18
COC(=O)c1sc2ncccc2c1OCc1ccc(Cl)cc1,-8,17
COc1ccc(C(=O)CSc2n[nH]c(-c3ccco3)n2)cc1,-19,-2
COc1ccc(OC)c(NC(=O)CCN2CC(C)OC(C)C2)c1 (configuration not stated),4,-3
CCOC(=O)c1cc2sccc2n1CC(=O)Nc1ccc(OC)cc1,-1,-1
COc1ccc(NC(=O)c2ccccc2NC(=O)NC2CCCCC2)cc1,4,-1
COc1ccc(C(=O)CSc2nnc(-c3cnccn3)n2Cc2ccco2)cc1,3,-10
CC(C)CNC(=O)COC(=O)CCC(=O)c1ccc(F)cc1,2,-11
O=C(CSc1ncccn1)NCc1ccc(F)cc1,-2,-1
CCn1c(SCC(=O)NCc2cccs2)nc2c1c(=O)n(C)c(=O)n2C,2,-5
CCN(CCCNC(=O)CC(C(=O)N1CCc2ccccc21)n1ccnc1)c1cccc(C)c1 (configuration not stated),9,3
O=C(Nc1ccc(F)cc1)C(c1ccccc1)N1CCN(C(=O)c2ccco2)CC1 (configuration not stated),11,-20
CCSc1nnc(NC(=O)CCNS(=O)(=O)c2cc(Br)cnc2N)s1,-11,8
O=C(Nc1nncs1)c1ccc(N2C(=O)C3C4C=CC(C4)C3C2=O)cc1 (configuration not stated),-10,-3
Cc1cc(=O)oc(C)c1C(=O)Nc1c(C)n(C)n(-c2ccccc2)c1=O,10,1

# Bioassay records: PubChem, Broad Institute

# Not all compounds are listed. The share of hits here may be higher or lower than overall.
